# High-throughput results (PubChem BioAssay)
# GLD-1 TGE inh – GLD-1-TGE RNA interaction inhibition (C. elegans); Q17339; AID 2280; purified GLD-1 + fluorescein TGE RNA, fluorescence polarization; inhibition, % at 5.96 µM; hit rate 0.44% among 320,000;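 active = percent inhibition above a per-plate cutoff, the plate mean of test compounds plus 3 SD, cut at about 30% in these data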;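 also: 0% = DMSO wells with GLD-1 and probe and 100% = wells lacking GLD-1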
# Target sequence (Q17339 whole entry, looked up): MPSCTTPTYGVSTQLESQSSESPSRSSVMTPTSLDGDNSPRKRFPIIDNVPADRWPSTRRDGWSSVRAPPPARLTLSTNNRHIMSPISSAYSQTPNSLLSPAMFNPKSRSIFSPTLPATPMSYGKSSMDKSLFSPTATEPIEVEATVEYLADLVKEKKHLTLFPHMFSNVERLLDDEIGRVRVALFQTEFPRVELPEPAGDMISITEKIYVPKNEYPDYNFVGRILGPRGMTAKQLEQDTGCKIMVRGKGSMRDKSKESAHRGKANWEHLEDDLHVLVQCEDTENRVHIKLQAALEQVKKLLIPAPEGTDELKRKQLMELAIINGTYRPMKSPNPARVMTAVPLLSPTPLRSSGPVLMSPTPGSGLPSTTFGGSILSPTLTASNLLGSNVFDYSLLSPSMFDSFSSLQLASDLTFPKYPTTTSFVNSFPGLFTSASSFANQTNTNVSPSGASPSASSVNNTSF
# Efflux pump mplx – blocks antifungal efflux pumps in multiplex yeast assay; S. cerevisiae Candida pump triplex, Nile Red efflux; inhibition, % at 10 µM; hit rate 0.44% among 330,000;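 active = plate passing quality check with inhibition over a set limit, or well fluorescence over plate mean plus 4 SD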;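 also: Nile Red retained in pooled yeast measured as flow cytometry median fluorescence; 0% = buffer negative control and 100% = Enniatin B positive control; higher means more Nile Red kept so more efflux inhibition; some compounds called inactive have numbers as strong as hits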
# CR mimetic SO – caloric restriction mimetics inhibiting age-related superoxide in yeast; S. cerevisiae aged cells, superoxide DHE fluorescence; active compounds read low; superoxide response (% of plate mean), % at 10 µM; hit rate 0.18% among 330,000;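 active = superoxide response under a set limit, about three screen SD below normal, cut at about 65% in these data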;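 also: yeast aged for seven days with compound at 30 °C before DHE staining; 100% = average MFI of all compound-treated wells on the plate with controls excluded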
# * hit, by the source's call.
# Preview, two compounds:
SMILES	GLD-1 TGE inh	Efflux pump mplx	CR mimetic SO
Cc1cc(=O)oc2cc(OCC(=O)Nc3cccnc3)ccc12	-1	-0.1	101
COc1ccc(CC(=O)Nc2cc(S(=O)(=O)N3CCOCC3)ccc2N2CCCC2)cc1OC	0	-0.1	93

# The list itself (from the top)
SMILES	GLD-1 TGE inh	Efflux pump mplx	CR mimetic SO
Cc1cc(=O)oc2cc(OCC(=O)Nc3cccnc3)ccc12	-1	-0.1	101
COc1ccc(CC(=O)Nc2cc(S(=O)(=O)N3CCOCC3)ccc2N2CCCC2)cc1OC	0	-0.1	93
C#CCOCCOCCOCCNc1nc(N2CCN(C(=O)[C@H](CCC(=O)O)n3cc(CN)nn3)CC2)nc(N2CCN(C(=O)[C@H](CCCCN)n3cc([C@@H](N)CC(N)=O)nn3)CC2)n1	0	-0.3	98
COc1ccc(Br)c(C(=O)OCC(=O)NC(=O)NC2CCCC2)c1	0	-0.2	104
O=C(COC(=O)c1cc(Br)ccc1O)c1ccc(F)cc1	4	-0.1	112
Cc1cc(C(=O)NC2CCCCCC2)c2ccccc2n1	-5	-0.2	87
CC1CN(C(=O)c2ccccc2NS(=O)(=O)c2ccc(Cl)cc2)CC(C)O1 (stereo not drawn)	-1	-0.1	82
CC(NC(=O)COC(=O)c1nc(Cl)ccc1Cl)c1ccccc1 (stereo not drawn)	4	-0.1	89
COc1ccc(CCNC(=O)COC(=O)/C=C/c2cc(OC)ccc2OC)cc1	-10	-0.2	104
CCN(C(=O)COc1ccc2ccc(=O)oc2c1)C1CCCCC1	6	0.2	88

# New compounds follow
SMILES	GLD-1 TGE inh	Efflux pump mplx	CR mimetic SO
COc1ccc(Cl)cc1C(=O)NNC(=O)CNC(=O)c1ccco1	3	-0.1	87
Cc1ccc(C(=O)OCC(=O)NC(C)c2ccccc2)cc1C (stereo not drawn)	5	0.2	99
CC(=O)C[C@@H](O)CC(=O)[C@@H]1OC(=O)CCCCCc2ccccc21	8	-0.3	98
O=C(NCc1ccco1)c1cccc2c1C(=O)c1ccc(/C=C/c3ccccc3)cc1S2(=O)=O	-15	0.0	96
CC(=O)OC[C@H]1O[C@@H](O[C@H]2C[C@]3(C)C(C[C@@H](O)C4C([C@]5(C)CC[C@@H](C(C)(C)O)O5)CC[C@]43C)[C@@]3(C)CC[C@H](O)C(C)(C)C23)[C@H](O[C@@H]2O[C@@H](C)[C@H](O)[C@@H](O)[C@H]2O)[C@@H](O)[C@@H]1O (stereo partly drawn)	0	-0.1	82
COc1cc(/C=C/C(=O)OCC(=O)NC(=O)NCc2ccco2)ccc1OC(F)F	2	0.2	105
C[C@H](CO)N1C[C@H](C)[C@@H](CN(C)S(=O)(=O)c2ccc(F)cc2)Oc2ccc(NC(=O)C3CC3)cc2C1=O	-1	-0.1	91
COC(=O)c1cc(COC(=O)CNC(=O)c2ccc(Br)cc2)oc1C	2	0.0	85
CC[C@@H]1C=C(C(=O)O)[C@H](c2cccc(C)c2)N1S(=O)(=O)c1ccc(C)cc1	3	-0.6	93
COc1ccc(S(=O)(=O)Nc2cccc3c2O[C@H](CN(C)Cc2ccncc2)[C@@H](C)CN([C@H](C)CO)C3=O)cc1	-2	0.4	93

# Profiles from above.
# CC[C@@H]1C=C(C(=O)O)[C@H](c2cccc(C)c2)N1S(=O)(=O)c1ccc(C)cc1 is listed as GLD-1 TGE inh = 3; Efflux pump mplx = -0.6; CR mimetic SO = 93
# COc1cc(/C=C/C(=O)OCC(=O)NC(=O)NCc2ccco2)ccc1OC(F)F is listed as GLD-1 TGE inh = 2; Efflux pump mplx = 0.2; CR mimetic SO = 105

# The results go on:
SMILES	GLD-1 TGE inh	Efflux pump mplx	CR mimetic SO
O=C(CSc1cccc(C(F)(F)F)c1)Nc1ccc(N2CCOCC2)cc1	-3	-0.3	86
Cc1cccc(N2CC(C(=O)NC3CCCCCC3)CC2=O)c1C (stereo not drawn)	-2	-0.3	92
O=C(CN1c2cccc3cccc(c23)S1(=O)=O)NCc1ccc(F)cc1	1	-0.2	110
CC(C)(C)OC(=O)C[C@@H]1C/C=C\C[C@@H](CC(=O)N(CCO)Cc2ccccc2)C(=O)NC[C@@H](c2ccccc2)OC1=O	7	0.0	112
O=C(CSc1nnnn1-c1cccc(F)c1)NC1CC1	-7	-0.1	95
O=C(COc1cccnc1[N+](=O)[O-])Nc1c(Cl)cccc1Cl	3	0.2	101
Cc1cc(C(=O)NCC(=O)Nc2ccc(F)c(F)c2)c(C)o1	0	-0.1	87
O=C(COC(=O)CNC(=O)c1ccccc1)NCCCc1ccccc1	4	0.0	97
CC(C)CC1NC(=O)N(CC(=O)Nc2cc([N+](=O)[O-])ccc2F)C1=O (stereo not drawn)	3	-0.2	92
COCc1c(C(=O)OCc2nnc(-c3ccc([N+](=O)[O-])cc3)o2)oc2ccccc12	4	-0.2	105

# Five neighbouring entries out of the list so far, quoted:
SMILES	GLD-1 TGE inh	Efflux pump mplx	CR mimetic SO
O=C(COc1cccnc1[N+](=O)[O-])Nc1c(Cl)cccc1Cl	3	0.2	101
Cc1cc(C(=O)NCC(=O)Nc2ccc(F)c(F)c2)c(C)o1	0	-0.1	87
O=C(COC(=O)CNC(=O)c1ccccc1)NCCCc1ccccc1	4	0.0	97
CC(C)CC1NC(=O)N(CC(=O)Nc2cc([N+](=O)[O-])ccc2F)C1=O (stereo not drawn)	3	-0.2	92
COCc1c(C(=O)OCc2nnc(-c3ccc([N+](=O)[O-])cc3)o2)oc2ccccc12	4	-0.2	105

# (list continues)
SMILES	GLD-1 TGE inh	Efflux pump mplx	CR mimetic SO
CCCn1c(N)c(C(=O)COC(=O)/C=C/c2ccc(OC(F)F)c(OC)c2)c(=O)[nH]c1=O	-1	-0.1	92
O=C(COC(=O)c1cc2ccccc2cc1O)NCc1ccccc1	-2	0.1	109
COc1ccc(-c2nnc(SCC(=O)N(C)C3CCS(=O)(=O)C3)n2C(C)C)cc1 (stereo not drawn)	3	-0.1	112
Cn1cccc1C(=O)OCC(=O)NCCc1ccc(S(N)(=O)=O)cc1	4	-0.1	98
COc1cc(NC(=O)COC(=O)CC2CC3CCC2C3)cc(OC)c1 (stereo not drawn)	-1	0.0	100
CN(C(=O)c1cccc(NC(=O)C2CCN(C(=O)OC(C)(C)C)CC2)c1)C1CCC1	1	0.1	95
COC(=O)[C@@]12CCCN1[C@H](c1ccc(-c3ccccc3)c(OC)c1)[C@H]1C(=O)N(C)C(=O)[C@H]12	6	-0.1	89
CC(=O)O[C@H]1[C@@H](O)[C@H](O)[C@H](Oc2c(O)c(C)c3c4c2[C@@H](C)CC[C@@H]4[C@@H](C)C[C@H]3C=C(C)C)O[C@H]1C	-2	-0.1	78
O=C(COC(=O)/C=C/c1ccc(Br)o1)Nc1cccc(S(=O)(=O)N2CCOCC2)c1	4	0.1	119
CSc1ncccc1C(=O)Nc1ccc2c(c1)OCCO2	-1	0.1	96

# (more compounds)
SMILES	GLD-1 TGE inh	Efflux pump mplx	CR mimetic SO
Cc1ccc(NC(=O)CSc2nc(N)cc(=O)[nH]2)cc1S(=O)(=O)N1CCCCCC1	0	-0.2	101
COC(=O)[C@]1(Cc2ccccc2)N[C@H](CN(C)C(=O)NC(C)C)[C@@H]2C(=O)N(C)C(=O)[C@@H]21	5	-0.3	103
NNC(=O)c1cc(NS(=O)(=O)c2cccs2)cc(NS(=O)(=O)c2cccs2)c1	2	0.1	161
CC1CCC2(CC1)NC(=O)N(CC(=O)Nc1ccc(C(N)=O)cc1)C2=O (stereo not drawn)	-1	-0.1	107
CCCCNc1c(-c2cccc(Sc3ccc(OC)cc3)c2)nc2ccccn12	2	0.0	77
CC1(c2ccc(Cl)cc2)NC(=O)N(CC(=O)N2CCc3ccccc32)C1=O (stereo not drawn)	4	0.0	117
Cc1noc(C)c1S(=O)(=O)N(C)C[C@H]1Oc2c(NC(=O)NC(C)C)cccc2C(=O)N([C@H](C)CO)C[C@@H]1C	5	-0.2	98
CCNC(=S)N1CCN(S(=O)(=O)c2ccc(Cl)s2)CC1	5	0.2	91
COc1ccc(-c2coc3cc(O[C@@H]4O[C@H](CO)[C@@H](O)[C@H](O)[C@H]4O)ccc3c2=O)cc1	1	-0.3	89
CCN(CC(=O)NCc1cccs1)C(=O)c1cc(=O)[nH]c2ccccc12	6	0.0	86

# Next section:
SMILES	GLD-1 TGE inh	Efflux pump mplx	CR mimetic SO
O=C(NC(=S)NCc1ccc(Cl)cc1Cl)c1ccco1	3	-0.1	81
O=C(CN1C(=O)NC2(CCCC2)C1=O)Nc1cc(C(F)(F)F)ccc1N1CCOCC1	-3	0.0	93
CCN1C(=O)[C@H]2[C@@H](c3ccc(-c4cc(C(C)=O)cs4)cc3)N[C@@](Cc3ccccc3)(C(=O)OC)[C@H]2C1=O	0	-0.4	100
O=C(COC(=O)CCSc1ccccc1)Nc1ccccc1Br	4	0.0	110
O=C(COC(=O)C1CCCO1)Nc1nc(-c2ccc(F)cc2)cs1 (stereo not drawn)	-2	-0.4	102
COc1ccccc1NC(=O)c1ccc(NC(=O)COC(=O)c2cncc(Br)c2)cc1	3	0.2	111
CC(=O)Nc1ccc(NC(=O)COC(=O)C2CCCCC2)cc1	2	0.1	93
CC(=O)C[C@H](O)CC(=O)[C@H]1OC(=O)CCCCC/C=C/Cc2ccccc21	-1	-0.1	100
CC(C)(C)[C@H]1COC(=O)CCC/C=C/C[C@H](CC(=O)NCCO)C(=O)N1	3	-0.2	99
COc1ccc(-c2oc(=O)c3cc(OC)c(OC)cc3c2C#C[C@]2(O)CC[C@H]3[C@@H]4CCc5cc(OC)ccc5[C@H]4CC[C@@]32C)cc1	8	0.2	90

# The results go on:
SMILES	GLD-1 TGE inh	Efflux pump mplx	CR mimetic SO
O=C(NCC(c1cccs1)N1CCOCC1)c1cc2ccccc2oc1=O (stereo not drawn)	4	0.5	104
O=S(=O)(NC1=NCCC1)c1cccc(NC(=S)Nc2ccc(OC(F)F)cc2)c1	0	-0.1	69
O=C(COC(=O)c1cccnc1Cl)NC(=O)c1ccc(OC(F)F)cc1	4	0.2	90
COc1cc(Cl)c(C)cc1NC(=O)CSc1nnc(CN2CCCC2)o1	1	-0.1	118
COc1ccc2c(COC(=O)CNS(=O)(=O)c3ccccc3)cc(=O)oc2c1	3	0.1	72
CSc1nc2ccc(NC(=O)c3cccs3)cc2s1	10	0.6	110
CC(C)NC(=O)Nc1ccc2c(c1)C(=O)N([C@H](C)CO)C[C@H](C)[C@@H](CN(C)C(=O)Nc1ccccc1)O2	-1	-0.1	91
CC(Sc1nnnn1C1CC1)C(=O)N1c2ccccc2NC(=O)C1(C)C (stereo not drawn)	-1	0.3	103
CC1CCCCC1NC(=O)CCCN1C(=O)c2ccccc2C1=O (stereo not drawn)	7	0.1	114
Cc1ccc(S(=O)(=O)N2[C@@H](c3cccc(C)c3)C(C(=O)O)=C[C@H]2C(C)(C)C)cc1	-2	0.1	101

# New compounds follow:
SMILES	GLD-1 TGE inh	Efflux pump mplx	CR mimetic SO
O=C(CNC(=O)c1ccc(-c2ccccc2)cc1)Nc1cccc(CO)c1	2	-0.2	106
Cc1c(Cl)cnc(NC(=O)COC(=O)CNC(=O)c2ccccc2)c1Cl	7	-0.4	105
CCOc1ccccc1NC(=O)COc1cccnc1[N+](=O)[O-]	6	0.0	110
Cc1ccc(S(=O)(=O)N2CCCCC2)cc1NS(=O)(=O)c1ccccc1F	3	-0.1	113
O=C(CSc1nccn1-c1cccc(F)c1)NC1CCCC1	3	0.0	80
COc1cccc(CC(=O)Nc2ccc(S(=O)(=O)N3CCCCC3)cc2)c1	-2	-0.2	105
Cc1cnc(C(=O)OCC(=O)N2C(C)CCCC2C)cn1 (stereo not drawn)	6	-0.2	97
COc1ccc(C(=O)c2ccc3oc(-c4ccc(OC)cc4)c(-c4ccc(O)cc4)c3c2)cc1	2	0.1	87
CC(Oc1cccc(Br)c1)C(=O)NNC(=O)CCS(=O)(=O)c1ccccc1 (stereo not drawn)	1	0.0	113
CC(Oc1ccc2c(-c3ccccc3)cc(=O)oc2c1)C(=O)NC(Cc1c[nH]c2ccccc12)C(=O)O (stereo not drawn)	1	0.0	105

# (further entries)
SMILES	GLD-1 TGE inh	Efflux pump mplx	CR mimetic SO
C#CCOCCOCCOCCNc1nc(N2CCN(C(=O)C([C@@H](C)O)n3cc([C@@H](N)CCCCN)nn3)CC2)nc(N2CCN(C(=O)[C@H](CCCCN)n3cc([C@@H](N)[C@H](C)CC)nn3)CC2)n1 (stereo partly drawn)	-9	-0.2	105
CC[C@@H](CC1CCCCC1)C(=O)N(Cc1ccccc1)c1ccccc1	-1	-0.1	85
CC(C)NC(=O)Nc1ccc2c(c1)C(=O)N([C@@H](C)CO)C[C@@H](C)[C@@H](CN(C)S(=O)(=O)c1ccc(F)cc1)O2	13	0.0	131
CNC[C@H]1Oc2ccc(NC(=O)Nc3ccccc3)cc2CC(=O)N([C@H](C)CO)C[C@H]1C	-9	0.6	93
NC(=O)c1ccc(NC(=O)COC(=O)C2CCN(S(=O)(=O)c3cccs3)CC2)cc1	4	-0.4	90
C=CCC[C@@H](Cc1ccc(F)cc1)C(=O)OC[C@@H](Cc1c[nH]c2ccccc12)NC(=O)[C@H](CC=C)CC(=O)NCCO	2	0.0	86
C=CC[C@@H](CC(=O)NCCO)C(=O)N[C@@H](COC(=O)[C@@H](CC=C)Cc1ccc(F)cc1)Cc1c[nH]c2ccccc12	3	0.3	91

# This is a subset. The share of hits here may be higher or lower than overall.
